NSD2 HMT inh: inhibitors of human histone methyltransferase NSD2 | O96028 | NSD2 peptide methylation, AlphaScreen, 120 min | inhibition, % at 12.5 µM | 310,000 compounds, 0.54% hits | AID 743445; in the data active = inhibition above about 50%
PKA-R2B activ: activates the human PKA-R2B holoenzyme complex; P22694+P31323; PKA-R2B holoenzyme dissociation, Cy5-IP20 fluorescence polarization; R2B truncated from residue 108, S112A mutant; 0% DMSO only, 100% 113 µM cGMP; activation, % at 11.4 µM; 340,000 compounds, 0.079% hits;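 active = activation above a cutoff set at the mean over all compounds plus 3 SD, cut at about 18% in these data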;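 also: higher means more holoenzyme dissociation and a rise in polarization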
Target sequence (P31323 whole entry, looked up, other chains not shown, the tested form may be a part): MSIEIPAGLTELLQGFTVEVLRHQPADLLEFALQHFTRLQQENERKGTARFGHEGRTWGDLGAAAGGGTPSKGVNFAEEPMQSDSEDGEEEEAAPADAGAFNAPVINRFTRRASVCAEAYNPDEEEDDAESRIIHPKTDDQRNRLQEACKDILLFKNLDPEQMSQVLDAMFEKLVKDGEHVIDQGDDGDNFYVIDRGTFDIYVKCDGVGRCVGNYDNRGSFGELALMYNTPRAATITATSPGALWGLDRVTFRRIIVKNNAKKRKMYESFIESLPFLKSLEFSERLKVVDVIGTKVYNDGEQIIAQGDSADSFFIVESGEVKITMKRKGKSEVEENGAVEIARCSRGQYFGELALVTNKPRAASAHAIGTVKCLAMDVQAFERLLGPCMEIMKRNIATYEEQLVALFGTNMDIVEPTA
SR-BI uptake up: activators of SR-BI mediated HDL lipid uptake. activation, % at 12.5 µM. CHO ldlA[mSR-BI] cells, DiI-HDL uptake fluorescence, 3 h; 100 = double the neutral-control signal. 320,000 compounds, 0.096% hits. AID 504775;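 active = mean replicate activation of at least 60% and every replicate at or above 60%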;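 also: 0% = median plate neutral-control signal and 100% = twice that signal; values of inactives mirror those of a sister screen read the other way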
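material = CHO ldlA[mSR-BI] cells | medium = Ham's F12 with 0.5% BSA, HEPES 25 mM, pH 7.4 | reagent = fluorescent DiI-HDL, 10 µg/mL final | compound dosing = single-point compound dose | incubation = 3 h, 37 °C | measured by = bottom-read fluorescence, 550/595 nm | measure = HDL uptake via cellular fluorescence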
PvdQ inh: blocks Pseudomonas aeruginosa PvdQ acylase activity; purified PvdQ acylase, fluorescence plate reader; inhibition, % at 10 µM; 340,000 compounds, 0.063% hits; AID 488965; in the data active = inhibition above about 30%, passing the limit was not always enough;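 also: 0% = vehicle neutral wells and 100% = reference inhibitor wells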
SR-BI DiI inh: mouse SR-BI HDL lipid transfer inhibition | Q61009 | ldlA[mSR-BI] CHO cells, DiI-HDL uptake fluorescence, 3 h | inhibition, % at 12.5 µM | 320,000 compounds, 0.96% hits | AID 488896;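 active = mean replicate inhibition of at least 70% and a set share of replicates each scoring 70 or more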;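 also: 0% = median of neutral control wells and 100% = median of positive control wells; values of inactives mirror those of a sister screen read the other way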
DAGLB inhibitor: blocks human DAGLB lipase activity; inhibition, % at 5.17 µM; 340,000 compounds, 0.059% hits; HEK293T DAGLB membrane lysate, EnzChek fluorogenic substrate; Q8NCG7; in the data active = inhibition above about 34%;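 also: 0% = enzyme with vehicle and 100% = wells lacking enzyme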
Target sequence (Q8NCG7 whole entry, looked up): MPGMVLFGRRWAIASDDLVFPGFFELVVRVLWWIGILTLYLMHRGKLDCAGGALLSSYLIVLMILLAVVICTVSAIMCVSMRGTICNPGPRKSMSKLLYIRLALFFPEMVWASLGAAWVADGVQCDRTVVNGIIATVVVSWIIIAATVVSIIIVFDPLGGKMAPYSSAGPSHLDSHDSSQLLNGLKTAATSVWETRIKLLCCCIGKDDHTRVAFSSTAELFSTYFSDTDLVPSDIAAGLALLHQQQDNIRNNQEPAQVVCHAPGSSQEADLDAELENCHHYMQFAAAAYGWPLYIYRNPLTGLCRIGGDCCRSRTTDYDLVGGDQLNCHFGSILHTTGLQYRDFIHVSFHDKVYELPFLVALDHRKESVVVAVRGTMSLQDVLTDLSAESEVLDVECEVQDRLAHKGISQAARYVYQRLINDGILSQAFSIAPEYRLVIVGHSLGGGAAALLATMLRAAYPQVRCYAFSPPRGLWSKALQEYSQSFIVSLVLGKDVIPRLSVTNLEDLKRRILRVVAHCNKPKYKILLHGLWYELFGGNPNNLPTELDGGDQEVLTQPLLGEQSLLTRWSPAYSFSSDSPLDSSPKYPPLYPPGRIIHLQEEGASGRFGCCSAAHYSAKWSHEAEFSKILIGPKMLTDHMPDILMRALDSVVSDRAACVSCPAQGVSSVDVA
Cardiac RTF inh: cardiac RTF calcium desensitization; P19429+P45379; IANBD-labeled cardiac RTF, Ca2+ fluorescence; inhibition, % at 7.15 µM; 340,000 compounds, 0.12% hits; AID 493244;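 active = inhibition above the mean inhibition of all tested compounds plus 3 SD, cut at about 17% in these data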;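 also: assay run at fixed EC70 calcium of 1.6 mM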
C-LANA FP: KSHV C-LANA DNA binding inhibition; MBP-C-LANA/FAM-LBS DNA binding, fluorescence polarization; inhibition, % at 9 µM; 340,000 compounds, 0.078% hits;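 active = highest replicate inhibition at or above 60% at 9 µM, even if other replicates fall short; inactive = all replicates below 60% inhibition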;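 also: 0% = neutral control wells and 100% = 4 µM acridine orange control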
Keap1-Nrf2 PPI: Keap1-Nrf2 (human) interaction inhibition | inhibition, % at 9.4 µM | AID 504523 | Keap1 Kelch-Nrf2 peptide fluorescence polarization, 1536-well | Q14145 | 340,000 compounds, 0.15% hits; in the data active = inhibition above about 12%;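 also: human Keap1 Kelch domain with fluorescein labeled Nrf2 9mer peptide probe; 0% = neutral control wells and 100% = peptide positive control; higher means more block of Keap1 binding to Nrf2 peptide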
Arrestin-AP2 inh: blocks beta-arrestin peptide binding to AP2 adaptin | FITC-arrestin peptide / GST-AP2 beads, flow cytometry; AP2 beta2 appendage carries R879A mutation | inhibition, % at 10 µM | 340,000 compounds, 0.31% hits;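 active = inhibition above a set limit, near 3 SD of compounds lacking own fluorescence, cut at about 54% in these data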;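 also: plate controls were DMSO wells for no effect and 5 µM unlabelled arrestin peptide for full effect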
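Test system: GST-tagged AP2 beta2-adaptin appendage (R879A) on 4 µm glutathione beads; also added: fluorescein-tagged arrestin peptide at 50 nM final; timing: 12 min plus 1 h, RT; signal: flow cytometry, FL1 (488/535 nm); read-out: percent drop in bead-associated FITC signal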
* = called active by the depositor; nt = no result given; & = joins results of further samples. Compounds as they come (roughly 2.1% active in at least one column).

SMILES	NSD2 HMT inh	PKA-R2B activ	SR-BI uptake up	PvdQ inh	SR-BI DiI inh	DAGLB inhibitor	Cardiac RTF inh	C-LANA FP	Keap1-Nrf2 PPI	Arrestin-AP2 inh
C=CCn1c(=NC(=O)c2ccc(S(=O)(=O)N3CCc4ccccc4C3)cc2)sc2cc(S(N)(=O)=O)ccc21	-1	3	-27	-1	27	-1	0	-1.1	-2	0
CC(C)c1nc(SCC(=O)Nc2c[nH]c(=O)[nH]c2=O)c2cnn(-c3ccccc3)c2n1	3	3	-23	5	23	2	1	-0.4	-2	38
CC(C(=O)O)N1C(=O)C2C3c4ccccc4C(c4ccccc43)[C@@H]2C1=O (some centres undefined)	-2	0	10	-19	-10	-3	-5	-2.3	-4	-16
Cc1cc(NC(=O)c2ccc(COc3ccc(Cl)c(C)c3)o2)no1	-1	6	-2	-8	2	-4	-4	0.7	3	7
N#CCCN1CCCc2cc(N=Nc3ccc(C(F)(F)F)cc3)ccc21	22	nt	-98	-3	98*	nt	nt	0.0	0	-11
Cc1cc2cc(CNC(=O)Cc3ccc([N+](=O)[O-])cc3)ccc2[nH]1	1	3	-1	4	1	1	-9	1.4	-2	34
Cc1noc(C)c1COc1ccc(C(=O)N2CCN(c3ccccc3F)CC2)cc1	-3	-8	-1	-14	1	1	-1	-2.1	3	-3
CCN1CCN(CCCNC(=O)c2ccc3c(c2)N(Cc2ccccc2)CCS3)CC1	32	2	-6	-10	6	-1	-1	-0.2	-1	18
Cc1ccc(C(=O)N/C(=C/C=C/c2ccccc2)C(=O)NCc2ccco2)cc1	1	-10	-21	5	21	5	12	-0.3	0	5
Cc1ccc(S(=O)(=O)N2[C@@H](c3cccc(Cl)c3)C(C(=O)O)=CC[C@H]2c2ccc(Cl)cc2)cc1	nt	-13	12	-5	-12	1	-9	0.0	4	34
O=C(C1CC1)N1CCc2cc(Br)c(S(=O)(=O)N3CCCCCC3)cc21	-1	-3	-65	-6	65	-2	-1	0.9	-4	-3
CC(C)CNC(=S)N1CCC(c2nc(-c3ccc(F)cc3)no2)CC1	-1	-6	5	-12	-5	-8	-5	0.2	-3	-6
CC(C)C[C@H]1CN=C(N(C)C)N1CC1CCCCCC1	nt	-5	20	2	-20	-1	-2	2.6	-2	13
CCOC(=O)C1CCCCN1Cc1ccc(OC)c(OC)c1OC (centres undefined)	-3	-5	9	-20	-9	1	2	-1.1	-6	-2
COc1ccc(N2C(=O)C(Cl)=C(Nc3ccc(OC)cc3OC)C2=O)cc1	-5	-4	-25	9	25	4	-5	-3.5	-1	19
COc1ccc(-c2csc(N(CCCN(C)C)C(=O)c3cccs3)n2)cc1	18	-14	12	-18	-12	0	-6	0.4	-2	-2
CC(=O)OC(=C(OC(C)=O)c1ccccc1)c1ccccc1	-1	-10	-9	-15	9	-3	-14	-0.2	-3	-9
CC(C)(C)OC(=O)NCCc1nnc(SCC(=O)Nc2ccc(Br)cc2)o1	0	-2	nt	-21	nt	-1	-14	0.7	-1	-11
COc1ccc(N2CCN(C(=S)NCc3ccccc3)CC2)cc1	-2	-4	1	-14	-1	-6	-16	0.0	-2	10
COCc1cc(C)n(CC(=O)NCc2ccccc2)c(=O)c1C#N	0	9	6	1	-6	0	-11	-2.1	-1	15
COc1ccc(NC(=O)C(CC(C)C)NC(=O)C2CCC(C)CC2)cc1 (centres undefined)	-6	9	nt	-19	nt	-1	-11	0.8	-5	0
CCOC(=O)C1CCN(S(=O)(=O)c2cc3c(cc2C)NC(=O)CO3)CC1	nt	-12	6	2	-6	0	-8	0.4	0	9
COc1ccc(Cl)cc1C(=O)NNC(=O)CSc1nncn1C	0	-1	nt	-13	nt	-2	-6	-3.1	-1	-5
CCCCCCCN1CCC(=O)N([C@H](CO)CC(C)C)CC1	nt	9	9	-2	-9	-2	-3	0.1	3	6
COc1ccc(-c2noc(CCCC(=O)NCC3CCCO3)n2)cc1 (centres undefined)	-2	-2	3	-12	-3	0	-1	0.7	-4	-16

(more compounds)
SMILES	NSD2 HMT inh	PKA-R2B activ	SR-BI uptake up	PvdQ inh	SR-BI DiI inh	DAGLB inhibitor	Cardiac RTF inh	C-LANA FP	Keap1-Nrf2 PPI	Arrestin-AP2 inh
COc1ccc(OCCN2CCN(S(=O)(=O)c3ccccc3C#N)CC2)cc1	-3	-12	21	-4	-21	2	0	-2.0	-2	4
CCOC(=O)Cc1csc(NS(=O)(=O)c2ccc(SC)cc2)n1	2	-6	31	14	-31	0	1	-6.2	6	-1
Nc1ccc2c(c1)OCCOCCOCCOCCOCCO2	64*	-12	20	-10	-20	-1	-10	-7.4	-5	3
CC1(C)CC(=O)C2=C(C1)N(N1CCOCC1)C(N)=C(C#N)C2c1cccs1 (centres undefined)	-9	-5	54	-9	-54	-2	-6	-3.6	-1	2
CCc1cc2c(=O)c(-c3nc4ccccc4n3C)c(C(C)C)oc2c(CN2CCN(C)CC2)c1O	21	4	-4	-15	4	0	-6	-0.7	-7	1
Cc1cc(C)nc(NC2=NCC(=O)N2c2ccc3c(c2)OCCO3)n1	8	-13	7	-7	-7	3	6	1.1	-3	3
CC(C)c1ccc(NC(=O)COC(=O)c2c[nH]c(=O)[nH]c2=O)cc1	4	-2	34	18	-34	1	0	-1.1	1	27
CCOc1ccc(CCNS(=O)(=O)c2cccc3nsnc23)cc1OCC	2	-11	-7	-7	7	-1	1	0.7	-1	2
COc1ccc(/C=N/NC(=O)c2ccc(=O)[nH]n2)cc1OC	0	-10	-7	-5	7	0	-7	-1.0	0	18
CC(C)CN(C(=O)CN1CCc2ccccc21)c1c(N)n(CC(C)C)c(=O)[nH]c1=O	3	-4	-6	-11	6	-2	-16	-0.1	-24	-3
Cc1ccc(OCCn2ccnc2)c(C)c1	3	-2	6	-8	-6	0	-1	-1.1	-1	-14
CCCC(=O)C1=C(O)C(C(=O)OC)C(C)(C)CC1=NCCc1ccc(OC)c(OC)c1 (centres undefined)	-4	0	5	-2	-5	0	5	-1.8	0	9
Cc1ccc(S(=O)(=O)NC2(C(F)(F)F)C(=O)Nc3c2c(=O)n(C)c(=O)n3C)cc1 (centres undefined)	1	-8	21	6	-21	2	8	-0.3	0	16
COCC(C)n1c(C)cc(C(=O)CN2c3cccc4cccc(c34)S2(=O)=O)c1C (centres undefined)	-1	-11	-34	24	34	-1	0	-0.9	-4	26
COCCNC(=S)N1CCCN(c2nc3cc(C)ccc3cc2C#N)CC1	-9	5	-37	-10	37	1	-6	-4.5	-4	-6
CCCCCn1ccc(=O)c2c(C(F)(F)F)nccc21	0	1	-1	-6	1	-1	6	-0.1	-3	-2
Cc1ccc(Cl)cc1N1CCN(CC(=O)Nc2ccc(CN3CCCCC3)cc2)CC1	-1	5	18	-16	-18	-2	-5	-0.3	-5	-1
CC(=O)OCCC(NS(=O)(=O)OCC(Cl)(Cl)Cl)c1ccccc1 (centres undefined)	nt	1	17	1	-17	-5	-5	0.2	1	8
CC(C)NCCCCOc1cccc(Br)c1	34	12	-3	-9	3	0	9	1.7	-1	-4
Nc1ccc(CNc2ncn[nH]2)cc1	1	-5	0	16	0	-2	4	-0.5	0	25
Cc1c(C)n(Cc2ccccc2)c2ncnc(NCCN(C)C)c12	6	4	10	8	-10	-3	-2	-1.3	-1	32
O=C(COC(=O)CNS(=O)(=O)c1ccc(Br)cc1Cl)NC1CCCC1	nt	-4	-15	24	15	-2	4	0.8	-5	2
O=C(NC1CCCCC1)C(c1ccco1)N(Cc1cccs1)C(=O)Cn1nnc2ccccc21 (centres undefined)	-2	3	3	-10	-3	2	-3	-1.3	-1	5
COc1ccc(CN2CCN(S(=O)(=O)c3ccccc3)CC2)c(OC)c1OC	17	0	12	3	-12	-4	-5	-1.3	2	10
C=CCn1c(=O)c2ccccc2n2c(SCC(=O)N3CCCc4ccccc43)nnc12	-1	1	-9	1	9	-2	-3	-1.1	-5	19

(next part)
SMILES	NSD2 HMT inh	PKA-R2B activ	SR-BI uptake up	PvdQ inh	SR-BI DiI inh	DAGLB inhibitor	Cardiac RTF inh	C-LANA FP	Keap1-Nrf2 PPI	Arrestin-AP2 inh
COCCOC(=O)c1c(C)n(C)c2ccc(OC(=O)C3CC3)cc12	nt	4	33	10	-33	-4	-4	-1.7	-6	5
COc1ccc(Nc2ccc(C(N)=O)cc2[N+](=O)[O-])cc1	2	-4	-2	3	2	13	2	0.8	2	-16
Cc1ccc(CCNC(=O)c2sc3nc4n(c(=O)c3c2C)CCC4)cc1	-2	2	-7	-11	7	-3	-9	-1.1	-5	4
C[C@H]1CN=C(N(C)C)N1CCc1cccc(F)c1	nt	-5	-9	1	9	-2	3	3.2	-1	27
CC(C1CCN(Cc2cn(C)nc2-c2cccc(Cl)c2)CC1)N1CCOCC1 (centres undefined)	-2	-16	nt	-8	nt	1	-4	0.2	-1	0
COc1cc(/C=C(/C#N)C(=O)Nc2ccc(Cl)cc2)ccc1Oc1nc(Cl)ncc1F	-1	-5	nt	-2	nt	-1	-4	0.9	-6	1
COC(=O)c1c(NC(=O)c2ccc(S(=O)(=O)N3CCOCC3)cc2)sc2c1CCN(C(C)C)C2	-2&1	7	-13	3	13	0	1	5.2	-3	28
COc1cc(NS(=O)(=O)c2ccc(N/C=C(\C=O)c3nc4ccccc4o3)cc2)nc(OC)n1	8	-10	16	5	-16	2	-1	-0.7	3	-8
CC(=O)Nc1ccc(OCC(O)Cn2nc(C)c(C(C)=O)c2C)cc1 (centres undefined)	-2	-9	2	-7	-2	1	-3	1.0	1	2
CCOC(=O)C1CCN(C(=O)CN2C(=O)CSc3ccc(S(=O)(=O)N4CCOCC4)cc32)CC1	-10	15	-1	-19	1	-1	0	0.2	-1	8
CCO/N=C(\C)c1c(O)c2ccccc2n(C)c1=O	20	3	12	-1	-12	-1	-2	0.5	0	4
CCn1cc(C(=O)NC2CC(C)(C)Cc3c2cnn3-c2cccc(F)c2)cn1 (centres undefined)	-2	-8	-22	-17	22	1	-3	0.7	-10	-11
N#Cc1c(SCC(=O)Nc2nccs2)sc2c(O)cc(=O)[nH]c12	32	6	12	-11	-12	10	-10	3.1	4	15
CC(C)(C)c1cccc(Oc2nn[nH]n2)c1	4	3	14	8	-14	3	-5	1.7	0	15
C/C(=N\NC(=O)c1nnn(-c2nonc2N)c1-c1cccs1)c1cccnc1	13	7	12	-3	-12	1	-4	0.4	3	-1
CS(=O)(=O)c1ccc2nc(NC(=O)C3C4C=CC(C4)C3C(=O)O)sc2c1 (centres undefined)	2	-4	-5	4	5	-2	3	-1.1	-1	-15
Cc1ccc(S(=O)(=O)/N=S(\C)CC2CC2(Cl)Cl)cc1 (centres undefined)	2	-2	41	-7	-41	2	1	2.3	2	7

Screening results from PubChem BioAssay.
